# TEAD-YAP block: TEAD-YAP interaction inhibition; HEK-TIYL cells, TEAD-Gal4/YAP UAS-luciferase luminescence; inhibition, % at 9.12 µM; 1.4% of 640,000 active; AID 1259422; in the data active = inhibition above about 32%;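 note: 0% = median of test compound wells and 100% = reference inhibitor wells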
# FBW7 activator: activators of human E3 ligase FBW7; 0.13% of 650,000 active; normalized activity (activation), % at 26.1 µM; AlphaScreen FBW7–phospho-cyclin E peptide binding, activator screen; Q969H0; in the data active = normalized activity above about 1.9%;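 note: purified mutant Fbw7 with reduced substrate affinity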
# MITF primary: human MITF inhibition, primary screen | 0.91% of 650,000 active | AlphaScreen MITF homodimerization, bead proximity signal | inhibition, % at 2.6 µM; in the data active = inhibition above about 50%;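 note: 0% = vehicle wells with protein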
# Target sequence (O75030 whole entry, looked up): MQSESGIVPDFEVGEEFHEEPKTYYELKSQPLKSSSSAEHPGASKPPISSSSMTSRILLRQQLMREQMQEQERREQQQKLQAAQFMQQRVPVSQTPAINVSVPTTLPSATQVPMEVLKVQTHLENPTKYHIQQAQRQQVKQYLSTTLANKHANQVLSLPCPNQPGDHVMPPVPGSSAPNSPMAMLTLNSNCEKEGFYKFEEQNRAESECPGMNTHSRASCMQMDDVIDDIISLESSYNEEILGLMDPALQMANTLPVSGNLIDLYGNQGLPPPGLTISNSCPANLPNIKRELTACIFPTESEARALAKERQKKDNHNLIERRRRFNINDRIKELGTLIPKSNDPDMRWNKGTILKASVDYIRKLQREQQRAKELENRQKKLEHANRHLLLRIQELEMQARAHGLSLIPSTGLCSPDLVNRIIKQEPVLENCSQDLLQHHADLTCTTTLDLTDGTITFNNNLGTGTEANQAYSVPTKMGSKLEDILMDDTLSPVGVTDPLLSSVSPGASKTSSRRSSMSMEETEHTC
# GPR151 ag: activators of human GPR151. 1% of 650,000 active. activation, % at 11.2 µM. PathHunter beta-arrestin GPR151 cells, luminescence; in the data active = activation above about 4.9%;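 note: 0% = median of compound wells and 100% = cells with positive control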
# Target sequence (Q8TDV0 whole entry, looked up): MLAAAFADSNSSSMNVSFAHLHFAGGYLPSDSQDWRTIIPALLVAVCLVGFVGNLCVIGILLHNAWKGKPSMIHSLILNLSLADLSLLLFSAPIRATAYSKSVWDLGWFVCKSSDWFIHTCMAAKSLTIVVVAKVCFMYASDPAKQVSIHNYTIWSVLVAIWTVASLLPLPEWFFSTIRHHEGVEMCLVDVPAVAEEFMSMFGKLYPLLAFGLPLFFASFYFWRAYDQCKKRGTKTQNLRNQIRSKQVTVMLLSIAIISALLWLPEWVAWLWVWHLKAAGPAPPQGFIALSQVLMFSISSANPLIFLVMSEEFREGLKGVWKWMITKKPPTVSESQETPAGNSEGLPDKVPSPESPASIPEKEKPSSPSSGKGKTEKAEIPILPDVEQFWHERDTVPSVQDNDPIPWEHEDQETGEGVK
# Numbers without * were called inactive.
SMILES,TEAD-YAP block,FBW7 activator,MITF primary,GPR151 ag
Cc1ccc(N2CC(C(=O)Nc3nccs3)CC2=O)cc1Cl (configuration not stated),61*,0.4,5,2.3
O=C(NC1CCSC1=O)c1ccc(Cl)cc1 (configuration not stated),-3,-0.1,-9,-2.3
Cc1ccc(CN2CCCNC2=O)cc1,-1,-0.2,-5,-0.2
O=C1CCCC2(O)C1C(c1cccc(Br)c1)NC(=O)N2Cc1ccccc1 (configuration not stated),15,0.0,4,-2.3
COc1cc2c(cc1OC)C1(C)N(CC2)C(C(C)=O)=NN1c1ccc(Cl)cc1 (configuration not stated),4,0.0,-2,-0.7
CCN(CC)c1nc(NC2CC2)nc(N2CCN(c3ccccn3)CC2)n1,10,0.1,12,0.9
COc1cccc(NC(=O)C2C3C=CC4(O3)C2C(=O)N(CCCN2CCCC(C)C2)C4C(=O)NC2CCCCC2C)c1 (configuration not stated),-4,0.3,6,-0.6
COc1cc2c(cc1OC)C(COc1ccc([N+](=O)[O-])cc1)N(C(=O)c1c(F)cccc1Cl)CC2 (configuration not stated),7,-0.5,-4,-0.6
NS(=O)(=O)c1ccccc1N1C(=O)CCC1=O,-3,0.0,4,-0.1
CC(C)C[C@H]1NC(=O)[C@@H]2C[C@H](NC(=O)Nc3ccc(Cl)cc3)CN2C1=O,8,0.7,12,0.0
CCOc1ccccc1NC(=O)Cn1cnc2scc(-c3ccc(C)cc3)c2c1=O,0,0.0,-12,-0.7
CCc1ccc(NC(=O)c2ccc(C(=O)Nc3ccc(CC)cc3)cc2)cc1,-63,-0.1,5,0.2
COC(=O)C(O)(NC(=O)OCc1ccccc1)C(F)(F)F (configuration not stated),7,0.0,11,-2.3
COCCCNC(=O)c1cc(Sc2ccccc2Cl)nc2ccccc12,-7,0.2,-2,2.3
CCN(CC)C(=O)Cn1cc(SCC(=O)Nc2ccccc2)c2ccccc21,7,-0.2,-4,-0.1
CCCCCOC(=O)C1=C(C)NC2=C(C(=O)CC(C)(C)C2)C1c1ccc(O)cc1 (configuration not stated),7,0.1,-4,0.1
N#Cc1cccc(OCc2ccc(Cl)cc2)c1,0,0.1,14,0.0
CC(C)CC(=O)NCCc1csc(-c2ccc(Cl)cc2)n1,-2,0.6,-3,-1.3
COCCNc1cc(-c2cncc(Br)c2)nc(C)n1,-34,0.0,0,-0.7
CC1CC(C)CN(S(=O)(=O)c2ccc(Sc3ccc(F)cc3)c(C(=O)N(CCc3ccccc3)Cc3ccccc3)c2)C1 (configuration not stated),10,0.3,6,-2.4
CN(C)S(=O)(=O)Nc1ccc(F)c(Cl)c1,-2,0.1,10,1.0
CC(C)CCNC(=O)Cn1c(=O)[nH]c2ccsc2c1=O,0,-0.1,-2,-0.9
COC(=O)C1=CN(c2cccc(Cl)c2)C=C(C(=O)OC)C1c1cccs1,-8,0.2,11,-0.2
CCc1ccc2oc3c(c(=O)c2c1)C(c1ccccn1)N(c1cc(C)on1)C3=O (configuration not stated),-12,-0.1,-16,-1.4
COCCNC(=O)CCn1nc(-c2ccc(OC)cc2OC)c2c(C)cc(C)nc21,11,0.1,-7,0.1
CC(=O)c1cccc(NC(=O)CCNS(=O)(=O)c2cccc(C(C)=O)c2)c1,5,0.3,6,-0.8
CSc1nnc(CN(C)Cc2cc3ccccc3s2)n1CC1CCCO1 (configuration not stated),2,0.1,12,1.3
COc1cccc(OC)c1CN1CCc2nnc(CCNC(=O)C3CCCO3)n2CC1 (configuration not stated),0,-0.1,-9,0.6
Cc1nnc(NC(=O)c2cc3ccccc3oc2=O)s1,-1,-0.1,-1,-0.3
O=C(Nc1cccc(O)c1)c1cc(-c2ccc(F)cc2)on1,89*,-0.1,-21,-2.5
CC1=C(C(=O)OCC2CCCO2)C(c2ccccc2C(F)(F)F)C2=C(CCCC2=O)N1 (configuration not stated),-6,0.2,-7,4.0
CCOc1ccc(/C=C/C(=O)Nc2ncc(Cc3ccc(C)cc3)s2)cc1,3,-0.1,-3,0.9
Cc1ccc(-n2nc3c(c2NC(=O)c2ccc(S(=O)(=O)N4CCOCC4)cc2)CSC3)cc1,3,0.0,9,0.6
O=C(CN1CCCCCC1=O)NNC(=O)CN1C(=O)CNC1=O,1,0.1,9,0.9
C=CCn1c(SCC(=O)Nc2ccc(C(=O)OC)cc2)nc2sc3c(c2c1=O)CCCC3,-2,0.0,7,0.9
Cc1cc(OCC(=O)NNC(=O)C2COc3ccccc3O2)ccc1Cl (configuration not stated),6,0.0,6,-2.2
Cc1nc(Nc2nc3ccccc3o2)ncc1C(=O)Nc1ccccc1,-15,0.0,3,0.3
CC(C)N(CCNc1nc(Nc2ccncn2)nc2c1ncn2-c1ccccc1)C(C)C,-10,0.1,16,-0.4
CCOc1ccc(NC(=O)CSc2c[nH]c3ccccc23)cc1,5,0.4,-5,1.9
Cn1c(N2CCC(C(=O)NC3CCCCC3)CC2)nc2ccccc21,0,0.0,-5,-0.3
COc1ccc(C(=O)N2CCN(Cc3cc(Br)ccc3OC)CC2)cc1,-3,0.5,46,-1.7
COC/C(O)=C(/C(=N)C(F)(F)F)C(=O)OC,1,0.0,11,-0.8
COCC(=O)Nc1cnn(-c2cccc(C(=O)N3CCN(C)C[C@@H]3c3ccccc3)c2)c1,-1,0.9,3,0.8
COc1ccc(S(=O)(=O)NCC2CCCN(Cc3ccccc3C)C2)cc1 (configuration not stated),-2,-0.2,2,-0.2
Cc1noc(C)c1-c1nc(C(=O)NCCO)cs1,10,0.0,14,-0.1
Clc1ccc(OCCn2nc3ccccc3n2)cc1,-19,0.1,-13,-1.3
C(=N\Nc1ncnc2c1cnn2Cc1ccccc1)/c1ccccc1,5,0.5,15,-1.8
Cc1ccc(CN(C(=S)NCC(=O)N2CCCC2)C2CCCCC2)cc1,-6,-0.1,1,-0.7
O=c1c2ccccc2nc(/C=C/c2ccc3c(c2)OCO3)n1-c1cccc([N+](=O)[O-])c1,-4,0.1,-14,0.4
Cc1cc(NC(=O)C2CCN(C(=O)C3(c4cccs4)CCCC3)CC2)no1,-13,0.0,-5,-1.0
# (more compounds)
SMILES,TEAD-YAP block,FBW7 activator,MITF primary,GPR151 ag
Cc1ccc(C(=O)Oc2coc(CSc3ncccn3)cc2=O)cc1[N+](=O)[O-],-1,0.0,13,0.1
COc1ccc(OC)c(-n2c(CNC(=O)c3ccc(S(=O)(=O)N4CCOCC4)cc3)nnc2SCC(=O)Nc2nnc(C)s2)c1,-3,0.1,0,1.9
N#Cc1ccc(Oc2ccc(C3CCCCC3)cc2)cc1C#N,4,0.0,8,0.5
O=C(NC(c1ccc(F)cc1)c1ccccn1)C1CCN(C(=O)Nc2ccccc2)CC1 (configuration not stated),0,0.1,-2,0.1
CC1CCCCN1C(=O)CCS(=O)(=O)c1ccc2c(c1)n(C)c(=O)c(=O)n2C (configuration not stated),2,-0.2,2,-1.9
CC(=O)c1ccc(NC(=O)/C=C/c2cccc(Oc3ccccc3)c2)cc1,-27,-0.1,8,1.6
C=CCOc1ccc(-c2nn(-c3ccccc3)cc2/C=c2\sc3nc(-c4ccccc4OC(C)=O)nn3c2=O)cc1,3,0.3,9,-1.2
CCCNc1ncnc2nc(-c3ccc(N4CCOCC4)nc3)[nH]c12,-22,0.2,13,0.3
CCN(CC)c1ccc(NC(=O)C2Cc3ccccc3C(=O)O2)cc1 (configuration not stated),-2,-0.2,-1,0.9
COC1(c2nccs2)CCCc2c(OCc3ccc4ccccc4c3)cccc21 (configuration not stated),1,0.1,-7,-0.1
COc1cc([N+](=O)[O-])ccc1NC(=S)NNC(=O)c1ccoc1C,-42,-0.4,-14,-1.0
O=C(N[C@H]1C[C@H]2C(=O)N[C@@H](CO)C(=O)N2C1)Oc1ccc(F)cc1,13,0.8,13,1.1
Cc1c(CNC2CCCCCCC2)c(C(=O)O)c(C)n1Cc1ccc(F)cc1,0,-0.2,12,-0.1
O=[N+]([O-])OC12CC3CC(C1)CC([N+](=O)[O-])(C3)C2,9,-0.1,-28,-0.3
COc1ccccc1C(=O)NCCn1cc(SCC(=O)Nc2ccc3c(c2)OCO3)c2ccccc21,8,0.0,-11,0.1
O=C1CCN(c2c(Cl)cccc2NC(=O)c2ccc(Br)o2)CC1,-6,0.1,-1,0.4
COc1cc(OC)c(OC)cc1CN1CCN(C(=O)c2ccncc2)CC1,6,-0.1,56*,-1.1
Cc1ccc(NC(=O)c2ccc(Br)cc2)c([N+](=O)[O-])c1,-28,0.3,13,0.6
Cc1cccc(N2CCN(C(=O)c3ccc(SCc4cccnc4)c([N+](=O)[O-])c3)CC2)c1C,-4,-0.1,15,0.1
CCN1CCN(C(=S)Nc2ccc3nc(N4CCOCC4)cc(C)c3c2)CC1,-5,0.2,1,-0.4
Cc1ccc2nc(C3CCN(C(=O)c4ccccc4F)CC3)[nH]c2c1,6,-0.2,-4,0.8
CCOC(=O)c1ccc(CN(Cc2ccc(Br)cc2)S(=O)(=O)c2ccc(F)c(C(=O)Nc3c(C)cccc3C)c2)cc1,-4,-0.1,-13,0.4
CCN(CC)c1ncnc2sc(C(=O)N(C)C3CCCCC3)c(C)c12,-3,-0.1,3,-0.4
COc1ccc(CCNC(=O)/C(=C/c2ccccc2)NC(C)=O)cc1OC,-13,0.0,5,0.4
N#CCc1nn(-c2ccc(F)cc2)c(N)c1C#N,-1,-0.1,-12,1.9
CCCN1C(=O)c2cc(C(=O)NCCc3cccc(C)c3)ccc2C1O (configuration not stated),-7,-0.1,7,0.8
CSCCNC(=O)CC1C(=O)NCCN1Cc1ccc(C)cc1 (configuration not stated),3,0.0,4,-1.9
COc1ccc(OCC2c3cc(OC)c(OC)cc3CCN2C(=O)c2cccc(C)c2)cc1 (configuration not stated),-6,0.1,25,0.9
O=C(CN1CCN(Cc2ccccc2)C1=O)NCc1ccc(Cl)cc1,-9,-0.3,-4,13*
CS(=O)(=O)Oc1ccc(Br)cc1/C=C1\SC(=S)NC1=O,-2,-0.2,-11,0.4
CCCc1cc(=O)[nH]c(NCCc2ccccc2)n1,9,-0.1,-14,1.0
CCOC(=O)C1(CCc2ccccc2)CCN(C(=O)c2ccoc2)CC1,2,0.1,3,0.9
CCCCOc1ccc(NC(=O)N2CCC(c3nc4ccccc4[nH]3)CC2)cc1,6,0.1,11,1.3
COc1cc(N/N=C/c2nnc3c(n2)[nH]c2ccccc23)cc(OC)c1OC,4,0.1,3,-0.4
COc1ccc(C(=O)N2CCCN(c3nc4cc(C)cc(C)c4cc3C#N)CC2)cc1,1,0.1,-1,0.6
COc1ccc(F)c(CN2CCC(n3nccc3NC(=O)C3CCOC3)CC2)c1 (configuration not stated),12,0.1,13,-0.5
COC(=O)c1cn(C(=O)C(C)Oc2ccc(OC)cc2)c2ccccc12 (configuration not stated),14,0.4,20,-2.0
COC(=O)C1=C(C)NC(=O)CC1c1ccc(C)c([N+](=O)[O-])c1 (configuration not stated),3,-0.1,-7,-1.1
Cc1ccccc1OCc1nc(SCC(=O)N2CCc3ccccc32)n[nH]1,-3,-0.1,10,-1.5
CCOc1nc(C)ccc1-c1noc(-c2ccc([N+](=O)[O-])cc2)n1,-8,-0.1,-1,-0.1

# A draw from above in order of formula weight, smallest number first.
SMILES,TEAD-YAP block,FBW7 activator,MITF primary,GPR151 ag
COC(=O)C1=C(C)NC(=O)CC1c1ccc(C)c([N+](=O)[O-])c1 (configuration not stated),3,-0.1,-7,-1.1
COC(=O)c1cn(C(=O)C(C)Oc2ccc(OC)cc2)c2ccccc12 (configuration not stated),14,0.4,20,-2.0
COc1cc(N/N=C/c2nnc3c(n2)[nH]c2ccccc23)cc(OC)c1OC,4,0.1,3,-0.4
Cc1ccccc1OCc1nc(SCC(=O)N2CCc3ccccc32)n[nH]1,-3,-0.1,10,-1.5

# Next part:
SMILES,TEAD-YAP block,FBW7 activator,MITF primary,GPR151 ag
O=S(=O)(c1ccc(F)c(F)c1)N1CCc2ccccc2C1,-3,-0.1,-9,1.5
Cc1cnc(C)c(-c2cccc3c2OC(CNC(=O)c2ccc(-c4ccco4)cc2)C3)n1 (configuration not stated),10,0.0,-1,0.5
CC(C(O)C12CC3CC(CC(C3)C1)C2)N1CCCC1 (configuration not stated),-7,-0.1,1,-1.2
CCOC(=O)c1cccc2c1N[C@@H](c1ccc(C(=O)O)cc1)[C@H]1CC=C[C@@H]21,8,-0.7,76*,-0.1
CN(C(=O)CSc1ccccc1N)c1nc(-c2ccccc2)cs1,7,0.0,9,0.6
CC(=O)c1ccc(N2C(=O)/C(=C/c3ccc(-c4cc(Cl)ccc4Cl)o3)C=C2c2ccccc2)cc1,-11,-0.1,-9,1.2
O=C(c1ccco1)N1CCc2c([nH]c3ccccc23)C1,-38,-0.2,0,0.5
COc1ccccc1-n1cnc2sc3c(c2c1=O)CCCC3,-6,-0.2,1,0.4
COc1ccc(/C=C(/C#N)c2cccc(F)c2)cc1OC,-9,-0.3,-4,1.1

# Reprinted at random: six entries already listed
SMILES,TEAD-YAP block,FBW7 activator,MITF primary,GPR151 ag
COc1ccc(/C=C(/C#N)c2cccc(F)c2)cc1OC,-9,-0.3,-4,1.1
O=S(=O)(c1ccc(F)c(F)c1)N1CCc2ccccc2C1,-3,-0.1,-9,1.5
CC(=O)c1ccc(N2C(=O)/C(=C/c3ccc(-c4cc(Cl)ccc4Cl)o3)C=C2c2ccccc2)cc1,-11,-0.1,-9,1.2
Cc1cnc(C)c(-c2cccc3c2OC(CNC(=O)c2ccc(-c4ccco4)cc2)C3)n1 (configuration not stated),10,0.0,-1,0.5
CC(C(O)C12CC3CC(CC(C3)C1)C2)N1CCCC1 (configuration not stated),-7,-0.1,1,-1.2
CN(C(=O)CSc1ccccc1N)c1nc(-c2ccccc2)cs1,7,0.0,9,0.6

# Source: PubChem
